Source: PubChem (several laboratories)
T cell HTS – T cell immune modulators affecting CD8 T cell-vesicle binding; actives 0.068% (n = 330,000); 2C CD8+ T cell-vesicle binding, flow cytometry; stronger effect = lower value; calls only at 7 µM;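 active means response, share of CD8 T cells binding vesicles, and their 90th percentile fluorescence all below set limits, cut at about 80% in these data, passing the limit was not always enough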
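System: murine 2C transgenic CD8+ T lymphocytes; also added: QL9-loaded Drosophila micro-vesicles; times: binding 1.5 h at 37 °C; measured by: flow cytometry, PE anti-B7-1 (FL2) versus Alexa647 anti-CD8 (FL8), PFA-fixed; control set: Peptide-free naked vesicles (low) and QL9 vesicles with 0.7% DMSO vehicle (high)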
KOR beta-arrestin-1 – KOR antagonists, beta-arrestin recruitment, cell-based, luminescence, uHTS (AID 1778); KOR beta-arrestin recruitment, luminescence, antagonist mode; higher % means a stronger effect; one-dose inhibition, % at 10 µM; IC50 in µM for titrated hits; actives 0.091% (n = 290,000); in the data active means inhibition above about 50%; further: strong numbers were not always called active
West Nile antiviral – West Nile virus antiviral activity, cell-based, CPE readout (AID 1621); West Nile virus-infected cells, CPE inhibition; higher % means a stronger effect; CPE inhibition, % at 10 µM; hits with a dose series show IC50 in µM; actives 0.02% (n = 290,000); in the data active means a potency from the dose series; inconclusive means CPE inhibition mostly from about 3.7% at the one dose, without a potency; inactive means the rest, 99 in 100 with CPE inhibition below about 2.2%; further: strong numbers were not always called active
GPR55 LPI antagonism – inhibition of LPI-stimulated GPR55 beta-arrestin translocation – imaging, U2OS, beta-arrestin-GFP, LPI agonist, primary screen (AID 2013). inhibition, % at 10 µM, or IC50 in µM where a hit was titrated. U2OS GPR55 beta-arrestin-GFP translocation imaging, LPI antagonism; higher % means a stronger effect. actives 0.13% (n = 290,000);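 active means spots per cell inhibited over 60%, with over 100 cells counted and total cytoplasm intensity under 500,000; inconclusive means wells with under 100 cells, flagged as likely toxic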;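 further: U2OS cells stably carrying GPR55 and arrestin-GFP stimulated by 5 µM LPI near EC80; imaged beta-arrestin-GFP aggregate spots per cell after agonist stimulation; plate controls were LPI-stimulated DMSO wells for no effect and DMSO wells without LPI for full effect; some results filed as inactive read as strong as hits; confirmed hits need IC50 under 10 µM and bright autofluorescent wells are also inconclusive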
GPR35 arrestin U2OS – GPR35 antagonists blocking zaprinast-driven arrestin recruitment, primary screen, imaging, U2OS, beta-arrestin-GFP, zaprinast agonist (AID 2058) | U2OS GPR35 beta-arrestin-GFP translocation imaging, zaprinast antagonism; higher % means a stronger effect | inhibition, % at 10 µM, or IC50 in µM where a hit was titrated | actives 0.052% (n = 290,000);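 active means inhibition of at least 50% with at least 30 cells and total cytoplasm GFP at most 10,000,000; inconclusive means under 30 cells or total GFP of 10,000,000 plus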
GPR55 activation – selective activators of receptor GPR55 – imaging, U2OS cells, beta-arrestin-GFP redistribution, primary screen (AID 1961) | U2OS GPR55 beta-arrestin-GFP redistribution imaging; higher % means a stronger effect | actives 0.048% (n = 290,000) | one-dose activation, % at 10 µM; EC50 in µM for titrated hits;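 active means activation above 40% with more than 50 cells counted in the well; inconclusive means wells holding fewer than 50 cells, flagged as toxic or sparse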;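 further: U2OS osteosarcoma cells stably expressing GPR55 and beta-arrestin-GFP; plate controls were DMSO negative control for no effect and LPI positive control for full effect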
Salmonella PhoP GFP – PhoP-dependent GFP reporter repression – Salmonella Typhimurium, primary screen (AID 1863). S. Typhimurium PhoP-regulated promoter GFP reporter, 4 h; higher % means a stronger effect. inhibition, % at 50 µM, or IC50 in µM where a hit was titrated. actives 0.16% (n = 300,000);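 active means inhibition over 29.93%, a cutoff 3 SD above the screen mean, later confirmed by dose response; inconclusive means inhibition over 29.93% but no dose response follow-up; inactive means inhibition at most 29.93% or unconfirmed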;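 further: 0% = low Mg2+ inducing control and 100% = high Mg2+ repressing control; strong numbers were not always called active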
KOR beta-arrestin-2 – KOR agonists, beta-arrestin recruitment, primary screen, cell-based, luminescence, uHTS (AID 1777) | KOR beta-arrestin recruitment, luminescence; higher % means a stronger effect | activation, % at 10 µM, or EC50 in µM where a hit was titrated | actives 0.02% (n = 280,000); in the data active means activation above about 50%, passing the limit was not always enough; further: a part of the inactive calls stands beside numbers as strong as those of hits
NTR1 ag – agonists of NTR1, primary screen, imaging, U2OS cells, beta-arrestin-GFP, high content (AID 493036); P30989; NTR1-U2OS beta-arrestin-GFP spot imaging, agonist mode; activation, % at 20 µM; actives 0.17% (n = 330,000);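 active means activation at or above 40% of the spot to cytoplasm intensity ratio, with at least 20 cells analyzed; inconclusive means wells under 20 cells, flagged as cytotoxic or low count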;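 further: 0% = DMSO without peptide and 100% = 100 nM NTR1 peptide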
Target sequence (P30989 whole entry, looked up): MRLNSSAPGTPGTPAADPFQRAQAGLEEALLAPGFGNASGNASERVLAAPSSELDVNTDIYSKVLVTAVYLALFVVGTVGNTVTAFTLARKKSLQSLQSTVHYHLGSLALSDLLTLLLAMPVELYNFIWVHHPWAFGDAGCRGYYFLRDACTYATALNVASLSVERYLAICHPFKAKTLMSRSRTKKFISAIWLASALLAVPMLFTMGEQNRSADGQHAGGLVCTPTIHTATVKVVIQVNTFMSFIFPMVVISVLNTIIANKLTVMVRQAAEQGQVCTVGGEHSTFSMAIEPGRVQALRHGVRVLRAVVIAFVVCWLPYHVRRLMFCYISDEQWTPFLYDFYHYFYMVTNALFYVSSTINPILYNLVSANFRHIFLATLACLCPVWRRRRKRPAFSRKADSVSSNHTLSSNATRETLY
T cell HTS vesicle-bound % – further read-out of T cell HTS, marked with its call; double positive events, %; measured here: CD8+ vesicle-bound cell fraction;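 binding gate set so that unloaded-vesicle control wells show 10% double positive cells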
NTR1 ag cell count 20 µM – also measured in NTR1 ag; calls as there; cell count; measured here: cell count, cytotoxicity flag
An asterisk follows results filed as active; i = inactive; ? = inconclusive; nt = not tested or not shown; [ ] = remark or other dose.

SMILES	T cell HTS	T cell HTS vesicle-bound %	KOR beta-arrestin-1	West Nile antiviral	GPR55 LPI antagonism	GPR35 arrestin U2OS	GPR55 activation	Salmonella PhoP GFP	KOR beta-arrestin-2	NTR1 ag	NTR1 ag cell count 20 µM
COc1ccc(C(CNC(=O)Cc2ccc3ccccc3c2)N(C)C)cc1 (centres undefined)	i	31	8%	-0.5%	10%	1%	-0.1%	0%	-0.5%	-0.5	53
CC(C)c1ccc(NS(=O)(=O)c2ccc(Cl)nc2)cc1	i	0	0%	-0.9%	11%	4%	0.0%	7%	4.4%	2.5	65
CS(=O)(=O)N(CCC#N)Cc1ccco1	i	52	27%	0.3%	-6%	-6%	0.1%	1%	0.3%	-0.2	47
COc1ccc(CCNC(=O)C2CC(=O)N(c3ccccc3)C2)cc1OC (centres undefined)	i	48	22%	0.1%	2%	8%	-0.2%	-6%	-2.8%	-1.5	93
Cc1cc(=O)[nH]c(SCC(=O)Nc2nc3c(s2)CCCC3)n1	i	37	8%	0.4%	12%	8%	0.2%	13%	-0.1%	6.1	77
CC(Sc1nnc(Cc2cccs2)n1C1CCCCC1)C(N)=O (centres undefined)	i	7	1%	0.0%	4%	1%	-0.1%	2%	4.3%	0.2	64
COc1ccc(C(=O)Nc2ccc(Cl)cc2C(=O)NCCO)cc1	i	32	-2%	-0.6%	2%	-22%	-0.1%	2%	3.6%	0.8	47
Cc1ccc(NC(=O)c2cc(-c3cccs3)on2)cc1C	i	32	8%	0.5%	2%	15%	0.2%	-5%	1.2%	6.2	55
Cc1ccc2c(c1)C(c1ccccc1)N(C(=O)c1ccc3c(c1)OCO3)CC(=O)N2 (centres undefined)	i	45	22%	0.0%	1%	0%	-0.1%	nt	-3.1%	4.0	47
O=C(NCC1CCCO1)C1CCN(C2CCN(Cc3ccco3)CC2)CC1 (centres undefined)	i	60	-10%	0.4%	-13%	13%	0.9%	-1%	-6.3%	-1.9	103
Nc1nc(-c2cccc(Br)c2)cs1	i	40	-20%	-0.3%	-4%	-2%	-0.1%	10%	-4.3%	-0.3	51
Cc1cc(-c2nc(-c3ccc(C(C)(C)C)cc3)no2)no1	i	38	32%	-0.2%	2%	3%	0.2%	-6%	1.8%	3.4	45
Cc1cc(Br)c(NC(=O)COC(=O)C2CC2C)c(Br)c1 (centres undefined)	i	39	17%	0.9%	5%	-5%	0.2%	9%	5.2%	-0.7	30
COCCNC(=S)N1C2CCC1CC(NC(=O)NC13CC4CC(CC(C4)C1)C3)C2 (centres undefined)	i	22	-12%	-0.2%	8%	-8%	-0.1%	-2%	4.7%	0.8	52
COc1ccc(Nc2ccc3nnc(-c4ccc(Br)cc4)n3n2)cc1	nt	nt	-20%	0.9%	15%	3%	0.0%	-9%	-1.5%	nt	nt
CC(C)Oc1cccc(C(=O)Nc2ccc(N3CCN(C)CC3)cc2)c1	i	59	-31%[20 µM]	-0.2%	5%	-5%	0.7%	-9%	2.3%	0.6	54
CCn1c(CCNC(=O)c2cccs2)nnc1SCC(=O)Nc1nc(-c2ccccc2)cs1	i	48	-11%	0.2%	15%	2%	-0.3%	-6%	-2.2%	2.2	79
COC(=O)c1ccc(CSc2ccc3nnc(-c4ccccc4)n3n2)o1	i	27	-57%	0.1%	33%	-11%	0.3%	12%	-5.9%	1.1	79
FC(F)(F)c1ccccc1NC(=S)N1CCCCCC1	i	31	-14%	-0.8%	-4%	9%	-0.1%	0%	4.2%	-0.3	41
N/C(=N\O)c1ccc(N2CCN(c3ncccc3C(F)(F)F)CC2)nc1	i	57	-8%	0.5%	9%	-11%	-0.4%	-3%	-5.7%	2.4	46
CCn1c(=O)c(-c2cc(=O)[nH][nH]2)c(O)c2ccccc21	i	61	-58%	0.0%	10%	-11%	-0.3%	0%	2.3%	-1.0	27
CCc1ccc(NC(=O)COC(=O)CCCC2=NS(=O)(=O)c3ccccc3N2)cc1	i	63	-3%	-0.4%	3%	17%	-0.6%	-3%	-3.0%	-0.2	26
COc1cccc(Nc2nc(N)c([N+](=O)[O-])c(NCc3ccccc3)n2)c1	i	27	-12%	0.5%	-2%	-8%	0.2%	-7%	-2.3%	24	50
COc1ccc(Nc2nc3ccccc3c(=O)[nH]2)cc1	i	36	7%	-0.2%	5%	-8%	-0.1%	1%	1.4%	0.0	67

Look-ups from the entries so far:
For NTR1 ag cell count 20 µM, COC(=O)c1ccc(CSc2ccc3nnc(-c4ccccc4)n3n2)o1 is entered as 79
For GPR55 LPI antagonism, Cc1ccc2c(c1)C(c1ccccc1)N(C(=O)c1ccc3c(c1)OCO3)CC(=O)N2 (centres undefined) is entered as 1%

The results go on.
SMILES	T cell HTS	T cell HTS vesicle-bound %	KOR beta-arrestin-1	West Nile antiviral	GPR55 LPI antagonism	GPR35 arrestin U2OS	GPR55 activation	Salmonella PhoP GFP	KOR beta-arrestin-2	NTR1 ag	NTR1 ag cell count 20 µM
CCOC(=O)C1CCN(C(=O)c2c(C)oc3c2C(=O)c2ccccc2C3=O)CC1	i	41	-48%	0.7%	3%	-10%	-0.3%	1%	5.5%	-3.3	95
CCNc1nc(Cl)nc(NCCOc2ccc(C)cc2)n1	i	10	11%	-0.4%	-5%	-5%	0.2%	4%	-2.8%	-0.9	93
Cc1ccsc1C(=O)Nc1cccc(S(=O)(=O)N(C)C)c1	i	31	-1%	-0.1%	5%	3%	-0.1%	-7%	5.4%	-3.6	49
O=C(N/N=C/c1ccc([N+](=O)[O-])o1)c1ccccc1NS(=O)(=O)c1cccs1	i	45	0%	-0.7%	15%	4%	0.4%	-12%	1.0%	4.5	58
CC(=O)CSc1ccc(-c2nc3cc(C)c(C)cc3[nH]2)cn1	i	25	-11%[20 µM]	0.9%	1%	1%	0.2%	2%	nt	4.4	37
O=c1c(Cl)c(NCc2ccccc2Cl)cnn1C12CC3CC(CC(C3)C1)C2	i	6	7%	-1.6%	12%	-6%	-0.4%	1%	-0.5%	27	55
CN1C(=O)C(C(=O)NC(C)(C)C)C2c3ccccc3OC13CCCCC23 (centres undefined)	i	38	9%	-1.0%	35%	-5%	-0.1%	-7%	-2.4%	-0.9	83
NC(=O)COc1c(-c2ccco2)oc2ccccc2c1=O	i	43	29%	-0.1%	8%	-5%	-0.4%	-4%	-6.0%	-1.1	60
O=C(c1cccs1)N1CCCC(c2ccccc2)C1 (centres undefined)	i	36	38%	-0.3%	8%	4%	0.0%	3%	-3.2%	-6.5	74
Cc1cccc(C(C)C)c1NC(=O)CSc1nncn1C	i	27	5%	1.6%	-8%	4%	-0.1%	-9%	5.5%	0.1	61
O=C(CCSc1nnc(-c2ccccc2)o1)N1CCOCC1	i	7	-8%	0.7%	16%	12%	0.0%	-8%	-1.7%	0.7	44
O=C(NN1C(=O)C2C3C=CC(O3)C2C1=O)c1cccc(O)c1 (centres undefined)	i	0	-5%	1.9%	0%	1%	-0.1%	4%	-2.1%	1.2	48
Cc1ccc(CS(=O)(=O)c2ncc(Cl)c(C(=O)Nc3ccc(OC(F)F)cc3)n2)cc1	i	5	19%	-0.1%	12%	1%	-0.1%	-7%	-0.3%	-2.6	54
O=C(CN1C(=O)/C(=C\c2ccccc2Cl)Sc2ccccc21)NCCCN1CCOCC1	i	45	-40%	0.2%	-12%	7%	-0.2%	-9%	6.3%	-0.4	73
Cc1cccc(-c2nnc3sc(-c4ccccc4C)nn23)c1	i	17	14%	-0.1%	3%	3%	-0.2%	-8%	0.4%	33	54
CCCCCn1c(SC(C)C(C)=O)nc2c1c(=O)[nH]c(=O)n2C (centres undefined)	i	42	29%	-0.1%	-6%	-3%	-0.1%	-1%	-1.0%	0.2	107
O=C(c1ccc2c(c1)OCO2)N1CCc2ccccc21	i	25	0%	-0.4%	-9%	-8%	?	4%	-3.1%	-1.4	44
CCCS(=O)(=O)c1nc(S(=O)(=O)c2ccc(Cl)cc2)c(N2CCC(O)CC2)s1	i	51	-62%	-1.2%	17%	4%	0.1%	6%	-4.2%	0.3	59
O=C1/C(=C/c2ccc(O)cc2)SC(=S)N1Cc1cccnc1	i	58	-24%	-0.1%	-6%	nt	0.2%	3%	-4.0%	1.3	76

In the list so far, 6 have an aryl methoxy group.
SMILES	T cell HTS	T cell HTS vesicle-bound %	KOR beta-arrestin-1	West Nile antiviral	GPR55 LPI antagonism	GPR35 arrestin U2OS	GPR55 activation	Salmonella PhoP GFP	KOR beta-arrestin-2	NTR1 ag	NTR1 ag cell count 20 µM
COc1ccc(C(CNC(=O)Cc2ccc3ccccc3c2)N(C)C)cc1 (centres undefined)	i	31	8%	-0.5%	10%	1%	-0.1%	0%	-0.5%	-0.5	53
COc1ccc(CCNC(=O)C2CC(=O)N(c3ccccc3)C2)cc1OC (centres undefined)	i	48	22%	0.1%	2%	8%	-0.2%	-6%	-2.8%	-1.5	93
COc1ccc(C(=O)Nc2ccc(Cl)cc2C(=O)NCCO)cc1	i	32	-2%	-0.6%	2%	-22%	-0.1%	2%	3.6%	0.8	47
COc1ccc(Nc2ccc3nnc(-c4ccc(Br)cc4)n3n2)cc1	nt	nt	-20%	0.9%	15%	3%	0.0%	-9%	-1.5%	nt	nt
COc1cccc(Nc2nc(N)c([N+](=O)[O-])c(NCc3ccccc3)n2)c1	i	27	-12%	0.5%	-2%	-8%	0.2%	-7%	-2.3%	24	50
COc1ccc(Nc2nc3ccccc3c(=O)[nH]2)cc1	i	36	7%	-0.2%	5%	-8%	-0.1%	1%	1.4%	0.0	67
